Bioassay records deposited in PubChem BioAssay by The Scripps Research Institute Molecular Screening Center.
MITF primary = human MITF inhibition, primary screen. O75030. AlphaScreen MITF homodimerization, bead proximity signal. inhibition, % at 2.6 µM. actives 0.91% (n = 650,000). AID 1259374; in the data active = inhibition above about 50%;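 also: 0% = vehicle wells with protein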
Target sequence (O75030 whole entry, looked up): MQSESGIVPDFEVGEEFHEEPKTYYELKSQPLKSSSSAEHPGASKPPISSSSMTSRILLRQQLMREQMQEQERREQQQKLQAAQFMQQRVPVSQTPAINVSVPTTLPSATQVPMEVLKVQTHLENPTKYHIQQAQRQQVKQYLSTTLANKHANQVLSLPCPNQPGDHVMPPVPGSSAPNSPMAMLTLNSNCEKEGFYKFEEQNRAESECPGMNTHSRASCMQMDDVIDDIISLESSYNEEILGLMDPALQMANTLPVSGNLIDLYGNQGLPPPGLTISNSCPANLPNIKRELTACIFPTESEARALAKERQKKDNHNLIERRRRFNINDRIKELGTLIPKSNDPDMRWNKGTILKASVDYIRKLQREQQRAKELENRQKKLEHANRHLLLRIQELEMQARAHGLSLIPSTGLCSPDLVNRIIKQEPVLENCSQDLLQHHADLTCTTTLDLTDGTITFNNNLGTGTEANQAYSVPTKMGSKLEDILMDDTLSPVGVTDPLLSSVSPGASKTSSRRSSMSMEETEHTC
GPR151 ag = activates the human receptor GPR151; PathHunter beta-arrestin GPR151 cells, luminescence; activation, % at 11.2 µM; actives 1% (n = 650,000); AID 1508602; Q8TDV0; in the data active = activation above about 4.9%;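 also: 0% = median of compound wells and 100% = cells with positive control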
Target sequence (Q8TDV0 whole entry, looked up): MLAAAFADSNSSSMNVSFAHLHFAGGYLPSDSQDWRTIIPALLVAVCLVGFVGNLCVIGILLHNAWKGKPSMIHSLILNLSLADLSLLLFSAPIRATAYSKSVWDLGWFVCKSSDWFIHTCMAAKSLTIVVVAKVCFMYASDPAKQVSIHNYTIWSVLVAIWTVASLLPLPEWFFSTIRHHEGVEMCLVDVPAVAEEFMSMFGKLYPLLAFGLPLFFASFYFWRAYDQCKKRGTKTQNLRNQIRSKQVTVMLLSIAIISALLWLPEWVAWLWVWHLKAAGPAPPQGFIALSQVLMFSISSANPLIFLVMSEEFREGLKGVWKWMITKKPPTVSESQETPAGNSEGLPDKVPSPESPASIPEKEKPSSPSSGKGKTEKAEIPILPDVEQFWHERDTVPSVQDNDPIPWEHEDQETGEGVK
TEAD-YAP block = TEAD-YAP interaction inhibition; HEK-TIYL cells, TEAD-Gal4/YAP UAS-luciferase luminescence; actives 1.4% (n = 640,000); inhibition, % at 9.12 µM; in the data active = inhibition above about 32%;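 also: 0% = median of test compound wells and 100% = reference inhibitor wells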
FBW7 act = activators of human E3 ligase FBW7 | Q969H0 | AlphaScreen FBW7–phospho-cyclin E peptide binding, activator screen | normalized activity (activation), % at 26.1 µM | actives 0.13% (n = 650,000) | AID 1259310; in the data active = normalized activity above about 1.9%;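 also: purified mutant Fbw7 with reduced substrate affinity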
* marks the source's active call; other numbers are inactive results. Not a hit list; any-hit rate near 3.5%.

SMILES	MITF primary	GPR151 ag	TEAD-YAP block	FBW7 act
COc1ccc(-c2cc3ccccc3n2CC(O)CN2CCOCC2)cc1 (stereo not drawn)	9	0.0	5	-0.2
Cc1nc(-c2cccs2)c(CCC(=O)NCc2ccccc2Cl)s1	-12	-0.9	-9	0.0
CC[C@H](Cn1nc(-c2ccc(OC)cc2)ccc1=O)NC(=O)C(C)C	-3	0.1	3	0.1
Fc1ccc(NC(=S)NCc2ccc3c(c2)OCO3)c(F)c1	-5	2.3	-2	-0.2
CC(=O)c1cccc(NC(=O)c2c(C)c(-c3ccc(Cl)cc3)nc3ccccc23)c1	13	0.8	6	0.2
COc1cccc(-n2c(=S)sc3c(=O)n(-c4ccccc4C)c(SCC(=O)O)nc32)c1	-9	0.7	-6	-0.1
Cc1nc(-c2cccc(NC(=O)c3cc4ccccc4oc3=O)c2)cs1	1	0.0	-32	-0.2
COc1cccc(/C=N/n2cnnc2)c1O	-6	-0.8	-3	1.0
CCCn1c(N)c(NCC(c2ccccc2)N(C)C)c(=O)[nH]c1=O (stereo not drawn)	3	-0.4	-1	0.1
CCCCOc1ccc(C(=O)CSc2nc3c([nH]2)c(=O)n(C)c(=O)n3C)cc1	1	1.1	-2	0.1
O=C(NCC1CCCN(C(=O)CCN2CCCCC2=O)C1)c1ccc(F)cc1 (stereo not drawn)	-4	2.5	-13	0.0
CC1CCc2c(sc3ncn4c(=O)n(CCN(C)C)nc4c23)C1 (stereo not drawn)	22	1.8	2	0.8
Cc1ccc(CC2(O)CC(C)N(C)CC2C)cc1 (stereo not drawn)	3	0.4	-1	0.0
O=C(c1ccc(Cl)cc1)N1CCN(S(=O)(=O)c2cc3c4c(c2)CCC(=O)N4CCC3)CC1	19	-0.4	30	0.1
CCOC(=O)C1=C(C)N=c2s/c(=C\c3ccc(OCc4ccc([N+](=O)[O-])cc4)c(OC)c3)c(=O)n2C1c1ccccc1 (stereo not drawn)	-1	-1.9	-16	-0.1
COc1ccc(/C=C/C(=O)O)cc1S(=O)(=O)Nc1ccc(C(=O)O)c(O)c1	2	1.6	4	0.1
O=C(NCCN1CCOCC1)c1c(O)c2ccccc2[nH]c1=O	7	0.1	-24	-0.3
Cc1cccnc1NC(=O)c1c(O)c2cc(F)cc3c2n(c1=O)C(C)CC3 (stereo not drawn)	2	3.7	9	0.1
CCOc1ccccc1NC=C1C(=O)OC(C)(C)OC1=O	-4	0.1	-6	0.1
COc1cc(OC)nc(Oc2ccccc2/C=N/NC(N)=S)n1	-4	-1.9	5	0.0
O=C(COc1cccc(Cl)c1)N/N=C\c1ccncc1	6	0.8	0	0.4
COc1cc(CN2CCCCC2c2cccnc2)cc(OC)c1OC (stereo not drawn)	11	-0.9	-1	0.8
CCOC(=O)CNC(=O)CSc1nc2c(c(=O)n(C)c(=O)n2C)n1Cc1ccccc1	20	-0.2	3	0.2
NS(=O)(=O)c1ccc(CCNC(=O)CCCn2c(SCC(=O)c3ccccc3)nc3ccsc3c2=O)cc1	-2	-0.6	13	0.1
Cn1nnnc1SCC(=O)NCC(=O)c1ccccc1	1	0.2	-3	0.0
O=C(CCl)Nc1ccc2c(c1)OC(F)(F)O2	15	0.5	37*	0.2
Cn1c2c(c(=O)n(C)c1=O)C(c1ccc(O)cc1)C1=C(N2)c2ccccc2C1=O (stereo not drawn)	-12	0.0	8	0.0
COc1ccc(N2C(=O)/C(=C/c3ccc4c(c3)OCO4)N=C2c2ccc(Br)cc2)cc1OC	-4	0.1	2	-0.2
CNC(=O)c1ccc(-c2cccc(N(C)C)c2)nc1NCC1CC1	16	0.4	-1	0.4
COC(=O)c1cnn2c1NCN(Cc1ccccc1)C2	-2	-1.2	6	0.0

Brought forward from above: three entries, followed by the next part.
SMILES	MITF primary	GPR151 ag	TEAD-YAP block	FBW7 act
COc1ccc(N2C(=O)/C(=C/c3ccc4c(c3)OCO4)N=C2c2ccc(Br)cc2)cc1OC	-4	0.1	2	-0.2
CNC(=O)c1ccc(-c2cccc(N(C)C)c2)nc1NCC1CC1	16	0.4	-1	0.4
COC(=O)c1cnn2c1NCN(Cc1ccccc1)C2	-2	-1.2	6	0.0
COc1ccc(Cl)cc1-n1c(C)cc(C=O)c1C	-11	-0.8	3	0.0
CCC(=O)N1CCN(c2ccccc2NC(=S)NC(=O)c2ccco2)CC1	11	0.9	-3	-0.1
N#C/C(=C\c1ccccc1[N+](=O)[O-])C(=O)Nc1ccccc1	16	-0.9	-16	0.1
CCOC(=O)C1=C(C)N=c2s/c(=C/c3ccc(O)cc3)c(=O)n2C1c1c(OC)ccc2ccccc12 (stereo not drawn)	7	0.7	5	0.0
O=c1[nH]c(/C=C/c2coc3ccccc3c2=O)c([N+](=O)[O-])c(=O)[nH]1	1	-0.2	-2	-0.2
CN1CCC(N(C(=O)c2c(F)cccc2F)C2CCN(Cc3ccccc3)CC2)CC1	-5	1.1	-8	-0.1
CCCCCn1c(SCc2ccc(C)cc2)nc2cc(C(=O)N3CCC(C(N)=O)CC3)ccc2c1=O	4	-0.8	6	0.1
CN(CC(=O)OCC(N)=O)S(=O)(=O)c1ccc(Cl)cc1	10	0.8	-1	0.1
CCOC(=O)c1cn(CC)c2cc(F)c(F)cc2c1=O	16	-1.2	4	0.2
CCOC(=O)NC(Cc1c[nH]c2ccccc12)C(=O)Nc1ccc(S(N)(=O)=O)cc1 (stereo not drawn)	8	0.4	6	0.0
Cc1oc2cc(OCC(N)=O)ccc2c(=O)c1Oc1ccccc1Br	8	1.1	-1	0.1
COc1ccc(-c2nocc2C#N)cc1OC	-16	-1.5	1	0.1
Cn1ccnc1S(=O)(=O)c1ccc([N+](=O)[O-])cc1	10	0.7	-10	0.0
CCOc1ccccc1N1CC(C(=O)Nc2c(CC)cccc2CC)CC1=O (stereo not drawn)	11	-1.0	-4	-0.1
CC(C)CCCC(C)C1CCC2C3=CC[C@H]4C[C@@H](O)CC[C@]4(C)C3CC[C@@]21C (stereo partly drawn)	26	0.7	10	0.0
O=C(CCCCl)Nc1n[nH]c(=S)s1	1	0.1	-2	-0.1
O=C(CSc1n[nH]c(-c2ccccc2Br)n1)N1CCc2ccccc21	4	0.2	-5	-0.3
Cc1cc(C)c(CN2C(=O)C(=O)c3ccccc32)cc1CN1C(=O)C(=O)c2ccccc21	0	0.9	4	-0.1
COc1ccc(CCNC(=O)c2cccnc2SCc2ccccc2Cl)cc1OC	13	3.6	-8	0.0
CCn1c(SCC(=O)Nc2cccc([N+](=O)[O-])c2)nc2c(c1=O)SCC2	3	3.8	-4	-0.2
CCCC(O)(c1ccc(OC)cc1)C(CN(C)C)c1ccccc1 (stereo not drawn)	-4	0.5	-2	-0.1
COC(=O)C(NC(=O)C(F)(F)F)(c1c(C)[nH]n(-c2ccccc2)c1=O)C(F)(F)F (stereo not drawn)	-3	-0.2	1	-0.1
CCOC(=O)c1c(NC(=O)c2cccc(F)c2)sc(C(=O)Nc2ccc(C)cc2C)c1C	11	-0.1	-2	0.0
O=C1CCC(CCC(=O)N2CCN(Cc3ccc(F)cc3)C(=O)C2)(Cc2ccco2)N1 (stereo not drawn)	-6	1.3	-8	-0.3
CCOc1ccc(NC(=O)CSc2nc3c(c(=O)n2-c2ccc(OCC)cc2)SCC3)cc1	7	-2.5	10	0.0
FC(F)(F)c1ccc(Cn2cnc3c(NC4CC4)nc(NCCN4CCOCC4)nc32)cc1	0	-0.1	-12	-0.1
O=C(Nc1ccc(C(=O)O)cc1)/C(=C\c1ccc2c(c1)OCO2)NC(=O)c1ccco1	-2	-1.3	-9	0.1
COc1ccc(O)c(CN2CCc3nnc(CCNC(=O)c4ccco4)n3CC2)c1	-9	-0.5	-8	-0.2
O=C1C(c2ccc(Cl)cc2)N(C2CCCC2)C(=O)CN1C1CCCCCC1 (stereo not drawn)	-5	1.0	-7	0.1
CO[C@H]1[C@H](NC(=O)Cc2ccccc2)c2ccccc2C12CCN(C(=O)C=C(C)C)CC2	0	1.4	-18	0.8
CCN(CC)C(=O)C1CCCN(Cc2ccccc2OC)C1 (stereo not drawn)	16	1.9	5	0.1
O=S(=O)(c1ccc(I)cc1)N1CCCCC1	-6	1.2	-14	0.0
Cc1ccc(S(=O)(=O)NCCOc2ccccc2)cc1[N+](=O)[O-]	-11	2.9	3	0.0
COCCN(CCOC)S(=O)(=O)c1ccc(C(=O)Nc2nc(-c3cc(Cl)sc3Cl)cs2)cc1	-4	-0.3	2	0.0
COc1ccc(CC(=O)NCc2nnnn2-c2ccc(Cl)cc2)cc1	14	-1.1	12	-0.1
Cc1cc(C)c2c(NCc3ccccc3O)n[nH]c2n1	-2	0.8	-12	-0.1
Oc1ccc(CCNc2nc(NCc3ccc4c(c3)OCO4)nc3c2ncn3C2CCCCC2)cc1	12	17*	0	0.2
O=C(NCC(O)c1ccccc1)c1ccc(Cl)c(S(=O)(=O)N2CCOCC2)c1 (stereo not drawn)	2	1.1	1	0.1
CCc1ccc(NC(=O)C2CCCN(S(=O)(=O)c3c(C)noc3C)C2)cc1 (stereo not drawn)	8	-0.7	8	0.0
N#Cc1nc(COc2ccccc2F)oc1NCc1ccc(F)cc1	10	-0.7	-17	0.0
O=C(/C=C/c1ccco1)Nc1ccc2c(c1)CCC2	3	0.6	-64	-0.2
Cc1ccc(OCC(=O)Nc2cc(Cl)ccc2N2CCOCC2)c(C)c1	0	0.5	-7	0.1
Cn1c(Nc2nc(NCCOc3ccccc3)c3ncn(CCN4CCCC4=O)c3n2)nc2ccccc21	-9	2.1	-4	-0.1
O=C(COc1ccccc1)N1CCN(S(=O)(=O)c2ccc(Cl)cc2)CC1	-2	0.7	-6	-0.1
O=C(Nc1ccc2c(c1)OCO2)c1cccc(Cl)n1	4	-6.7	-36	0.0

Brought forward from above: 4 compounds; new compounds follow.
SMILES	MITF primary	GPR151 ag	TEAD-YAP block	FBW7 act
Cc1ccc(OCC(=O)Nc2cc(Cl)ccc2N2CCOCC2)c(C)c1	0	0.5	-7	0.1
Cn1c(Nc2nc(NCCOc3ccccc3)c3ncn(CCN4CCCC4=O)c3n2)nc2ccccc21	-9	2.1	-4	-0.1
O=C(COc1ccccc1)N1CCN(S(=O)(=O)c2ccc(Cl)cc2)CC1	-2	0.7	-6	-0.1
O=C(Nc1ccc2c(c1)OCO2)c1cccc(Cl)n1	4	-6.7	-36	0.0
COc1ccc(/C=C2\C(=O)N(c3cccc(F)c3)N=C2C)cc1	4	2.3	8	0.0
CC(=O)NC(CC(C)C)c1nnc2n1CCN(C(=O)c1scc3c1CCCC3)CC2 (stereo not drawn)	3	-0.3	-2	-0.2
CC(C)N(CCNC(=O)C1CCN(c2ccc(Nc3ccc4ncccc4c3)nn2)CC1)C(C)C	-34	0.5	-1	0.0
CCc1nc(NCCN2CCOCC2)c(C#N)c2c1CCCC2	2	0.0	-16	-0.1
Brc1ccc2c(c1)OCCOCCOCCOCCOCCO2	-1	1.8	1	-0.1
CCOC(=O)C1(CC2CC2)CCN(C(=O)c2cccc(-n3cccn3)c2)CC1	-7	0.5	-4	-0.1
Cc1ccc(C(=O)Nc2ccc(-c3noc(-c4ccco4)n3)cc2)cc1[N+](=O)[O-]	1	-0.3	-19	-0.1
O=c1[nH]c(=O)n(-c2ccccc2)c2c1C(C(F)(F)F)(C(F)(F)F)N=C(c1ccco1)N2	2	0.8	5	0.1
COc1ccc(NC(=O)C2(c3ccc(F)cc3)CC2)cc1Cl	7	1.4	-2	0.1
Cc1ccc(S(=O)(=O)N2CCCC2NC(=O)NNC(=O)c2ccncc2)cc1 (stereo not drawn)	8	-0.5	-4	0.0
O=C(CC12CC3CC(C1)CC(CC(=O)Nc1ccc(F)cc1F)(C3)C2)Nc1ccc(F)cc1F	2	-0.7	8	-0.1
O=S(=O)(NCc1ccccc1)c1ccc(-n2cccn2)cc1	9	-3.2	0	0.1
CCOC(=O)Nc1sc2c(c1C(=O)OC(C)C)CCCC2	0	0.4	-1	0.1
COc1cc(/C=N/NC(=O)Cn2nnc(-c3ccccc3)n2)cc2sc(=O)oc12	5	8.0*	9	0.0
COc1ccccc1C(=O)ON1C(=O)c2cccc3c([N+](=O)[O-])ccc(c23)C1=O	10	1.1	8	0.1

Reprinted at random: 4 entries already listed.
SMILES	MITF primary	GPR151 ag	TEAD-YAP block	FBW7 act
CCc1nc(NCCN2CCOCC2)c(C#N)c2c1CCCC2	2	0.0	-16	-0.1
CC(=O)NC(CC(C)C)c1nnc2n1CCN(C(=O)c1scc3c1CCCC3)CC2 (stereo not drawn)	3	-0.3	-2	-0.2
COc1ccc(/C=C2\C(=O)N(c3cccc(F)c3)N=C2C)cc1	4	2.3	8	0.0
Brc1ccc2c(c1)OCCOCCOCCOCCOCCO2	-1	1.8	1	-0.1

(more compounds)
SMILES	MITF primary	GPR151 ag	TEAD-YAP block	FBW7 act
CCOc1cc(C(OC(C)=O)OC(C)=O)ccc1OC(C)=O	-5	2.3	7	-0.3
Cc1nn(C)c(C)c1-c1cc(C(=O)NCCN2CCOCC2)ccn1	21	-1.6	8	0.7
CCCC(=O)NCCc1c2n(c3ccc(OC)cc13)CCCc1ccccc1-2	-3	0.6	-1	0.1
N#Cc1cn(CC(=O)N2CCCCCC2)c2ccccc12	-13	1.5	-3	0.0
CCOC(=O)C1CCN(c2c(Nc3ccc(CC)cc3)c(=O)c2=O)CC1	11	0.6	8	-0.1
CCOC(=O)C1(CCOC)CCN(C(C)Cc2ccccc2OC)CC1 (stereo not drawn)	10	-0.9	-9	0.0
Cc1cc(NCCc2ccc(O)cc2)nc(N2CCN(c3ccccn3)CC2)n1	-4	-0.5	1	-0.2
NC(=O)C1CCN(Cc2ccccc2OCC(O)CN2CCc3ccccc3C2)CC1 (stereo not drawn)	10	-0.8	8	0.3
